# High-throughput results (PubChem BioAssay)
# Coupling enz – qHTS Assay for Inhibitors of Fructose-1,6-bisphosphate Aldolase from Giardia Lamblia: Coupling assay counterscreen. AID 2472, 2010. coupling enzyme system counterscreen, AmpLite Red fluorescence. activity change, negative = inhibition, % at 58.2 µM, hits read low. actives 0.67% (n = 290,000); in the data active means activity change below about -30%
#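 Counterscreen lacking aldolase: glyceraldehyde-3-phosphate coupling-enzyme reagent preincubated 10 min at RT with compound (at 57.5 uM final), then substrate/coupling system with AmpLite Red added; fluorescence read at 525/598 nm after 20 min RT.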
# Active calls of the source: *; & = joins results of further samples. On the % scale 0 is the no-effect control and ±100 the full control effect. These rows are one share of the data, so the mix of outcomes need not match the whole.
SMILES,Coupling enz
CN(CCc1ccc(Cl)c(Cl)c1)CCN1CCCC1,4
O=C1C2=C(S[C@@H]3O[C@H](CO)[C@@H](O)[C@H](O)[C@H]3O2)C(=O)c2ccccc21,-40*
CCN1C(=O)[C@H]2[C@H]3[C@H](O)[C@H](O)C/C(=N/OCC[C@H]4C=C[C@H](OC(C)=O)[C@@H](COC(C)=O)O4)[C@@H]3CC[C@@H]2C1=O,1
CCCNC(=O)OC[C@@H]1O[C@H](c2ccccc2)C=C[C@@H]1Oc1ccc(OC)cc1,-1
COc1cccc([C@@H]2Oc3ccc(Br)cc3C(=O)[C@H]2OC(=O)NS(=O)(=O)c2ccc(C)cc2)c1,0
COc1cccc([C@@H]2Oc3ccc(Br)cc3C(=O)[C@H]2OC(=O)NCCOc2ccccc2)c1,5
CC(=O)OC1CC[C@@]2(C)C3CC[C@@]4(C)C(CC5O[C@@]6(CCC(C)CO6)C(C)C54)C3CC[C@@H]2C1 (some centres undefined),4
c1cncc(CNc2nc(-c3ccc4c(c3)OCO4)nc3ccccc23)c1,1
COC(C)C(C(=O)OCC1=CCN2CC[C@H](O)[C@@H]12)C(C)C (some centres undefined),5
COc1ccccc1-c1ccc2ncnc(N3CCN(C)CC3)c2c1,-2
COc1ccccc1-c1ccc2ncnc(Nc3ccccc3)c2c1,2
C/C(CCC(=O)OC[C@@H]1O[C@H](C#Cc2ccccc2)C=C[C@@H]1Oc1ccc(C)cc1)=N/O[C@@H](C)c1cc(-c2c(C)cc(C)cc2C)no1,1
N#Cc1cccc(-c2cc(NCc3ccccc3)ncn2)c1,-1
COc1cccc([C@@H]2Oc3ccc(OC)cc3C(=O)[C@H]2OC(=O)Nc2ccc(OC(F)F)cc2)c1,1
CC1(C)OC(=O)NC1=O,2&1

# Entries from the list above with a halogen:
SMILES,Coupling enz
CN(CCc1ccc(Cl)c(Cl)c1)CCN1CCCC1,4
COc1cccc([C@@H]2Oc3ccc(Br)cc3C(=O)[C@H]2OC(=O)NS(=O)(=O)c2ccc(C)cc2)c1,0
COc1cccc([C@@H]2Oc3ccc(Br)cc3C(=O)[C@H]2OC(=O)NCCOc2ccccc2)c1,5
COc1cccc([C@@H]2Oc3ccc(OC)cc3C(=O)[C@H]2OC(=O)Nc2ccc(OC(F)F)cc2)c1,1

# Continuation:
SMILES,Coupling enz
C=CCOC(=O)C(=C)C,3
CC(C)C[C@@H](CC(=O)N[C@@H](CCCN)CC(=O)N[C@@H]1CCNC[C@H]1C(=O)N[C@H](CC(=O)N[C@@H](CCC(=O)O)CC(=O)O)Cc1c[nH]c2ccccc12)NC(=O)[C@@H]1CNCC[C@H]1N,1
COC(=O)C1(C(C)=O)CC2=CC[C@H]3C(=O)N(c4ccccc4)C(=O)[C@H]3[C@@H]2Cc2ccccc2[C@@H]1C[N+](=O)[O-] (some centres undefined),0&0
CCCNC(=O)N1N=C(c2ccc(N)cc2)c2cc3c(cc2C1C)OCO3 (centres undefined),0
COc1ccc(CNc2cc(-c3ccccc3C)ncn2)c(OC)c1,-1
COc1ccccc1CN1CCCC2(CCN(C(=O)c3csnn3)CC2)C1,1
CC/C=C\C/C=C\C/C=C\C/C=C\C/C=C\C/C=C\CCC(=O)NC(C)C(=O)O (centres undefined),-3
CC1(C)OC2CC3C4CCC5=CC(=O)C=C[C@@]5(C)[C@]4(F)C(O)C[C@@]3(C)[C@]2(C(=O)CO)O1 (some centres undefined),0
C=CC[C@@H]1C=C[C@@H](O/N=C(/C)CCC(=O)OC[C@@H]2O[C@H](c3ccccc3)C=C[C@@H]2Oc2ccc(OC)cc2)[C@@H](CO)O1,1
CCNc1ncc2nc(-c3cn(C)c4ccccc34)c(=O)n(-c3ccc(OC)cc3)c2n1,-1
COc1cccc(-c2nccc(NCc3cccc(C)c3)n2)c1,-1
CN(C)C(=O)c1ccc(-c2cc(N(C)Cc3ccco3)ncn2)cc1,0
C=C(C)C(=O)OCCOCC,1
Cc1ccc(C2CC(=O)Oc3cc4c(cc32)OCO4)cc1 (centres undefined),-24
CC(=O)OC1CC[C@]2(C)C(CC(OC(C)=O)[C@]3(C)C2CC[C@@]2(C)C(c4ccoc4)OC(=O)C4O[C@]432)C1(C)C (some centres undefined),-4

# Three entries out of the list, sorted by length of the SMILES, ascending:
SMILES,Coupling enz
C=C(C)C(=O)OCCOCC,1
CC1(C)OC2CC3C4CCC5=CC(=O)C=C[C@@]5(C)[C@]4(F)C(O)C[C@@]3(C)[C@]2(C(=O)CO)O1 (some centres undefined),0
CC(C)C[C@@H](CC(=O)N[C@@H](CCCN)CC(=O)N[C@@H]1CCNC[C@H]1C(=O)N[C@H](CC(=O)N[C@@H](CCC(=O)O)CC(=O)O)Cc1c[nH]c2ccccc12)NC(=O)[C@@H]1CNCC[C@H]1N,1

# Further records:
SMILES,Coupling enz
O=c1c(-c2ccc(Cl)cc2)nc2cnc(N3CCNCC3)nc2n1Cc1cccs1,10
CC(C)C[C@H](NC(=O)N1CCCCCC1)C(=O)N[C@H](Cc1cn(C)c2ccccc12)C(=O)N[C@H](Cc1ccccn1)C(=O)O,2&4
c1ccc(C(c2ccccc2)N2CC3(CCNCC3)C2)cc1,3
CC(=O)CC(=O)[C@@]1(O)CC[C@@H]2[C@@H]3C=C(C)C4=CC(=O)CC[C@@H]4[C@H]3CC[C@]21C,0
COc1ccc(CNc2ncncc2-c2cccc(C#N)c2)c(OC)c1,3
CC(C)=CCC[C@](C)(O)C1CC[C@]2(C)[C@@H]1CC[C@@H]1[C@@]3(C)CCC(=O)C(C)(C)[C@@H]3CC[C@]12C (some centres undefined),2
COc1cccc(Nc2ncc3nc(-c4ccc(F)cc4)c(=O)n(C)c3n2)c1,3
CC1(C)O[C@H]2O[C@@H]([C@H](O)CON3C(=O)c4ccccc4C3=O)[C@H](O)[C@H]2O1,1
CNc1nc(-c2ccc(N(C)C)cc2)nc2ccccc12,1
CN(C)CCC1(c2ccc(Cl)cc2)Cc2ccccc2C(=O)O1 (centres undefined),0&-2
C[C@H](N)C(=O)N[C@@H](CO)C(=O)N[C@H](C(=O)N[C@H](C(=O)N[C@H](C(=O)N[C@@H](CC(N)=O)C(=O)N[C@@H](Cc1ccc(O)cc1)C(=O)N[C@H](C(=O)O)[C@@H](C)O)[C@@H](C)O)[C@@H](C)O)[C@@H](C)O,0
O=c1cnc2cnc(Nc3ccccc3)nc2n1CCc1ccccc1,3
O=C(N/N=C\c1ccccc1O)c1ccccc1O,-4
Cc1cc(O)cc(=O)o1,1
COc1c2c(cc3c1C(CC(O)C(C)C)N(C)CC3)OCO2 (centres undefined),3
C#CCCCO/N=C1/C[C@@H](O)[C@@H](O)[C@@H]2[C@@H]3C(=O)N(C4CCCCC4)C(=O)[C@H]3CC[C@H]12,3
CCOc1ccc(/C=C/C(=O)c2cccs2)cc1,1
COc1c(N2CCNC(C)C2)c(F)cc2c(=O)c(C(=O)O)cn(C3CC3)c12 (centres undefined),0
CN[C@@H](CCCN=C(N)N)C(=O)N[C@@H](CCCCN)C(=O)N1CCC[C@H]1C(=O)N[C@@H](Cc1c[nH]c2ccccc12)C(=O)N[C@H](C(=O)N[C@H](CC(C)C)C(=O)O)C(C)(C)C,0
O=c1c(CCc2ccccc2)nc2cnc(Oc3ccccc3)nc2n1C1CC1,4
N#Cc1ccccc1-c1ccc2ncnc(NC3CC3)c2c1,-15
CC(C)C[C@H](NC(=O)[C@H](CO)NC(=O)[C@H](C)NC(=O)[C@H](CCCN=C(N)N)NC(=O)[C@H](CCCN=C(N)N)NC(=O)[C@@H](N)CC(C)C)C(=O)NCC(=O)O,1
COc1ccc(-c2nc3cnc(N(C)C)nc3n(CCC#N)c2=O)cc1,0
COC(=O)N1CCC2(CCCN(Cc3ccc(C#N)cc3)C2)CC1,1
O=C(c1ccncc1)N1CCC2(CC1)CCN(c1ccc(-c3ccccc3)cc1)CC2,3
COc1ccc(NC(=O)N2CC[C@@]3(CCCN(C(C)=O)C3)C2)cc1,-4
Cc1cnc(CNc2ncnc3ccc(-c4ccccc4C#N)cc23)cn1,2
O=C(NC[C@@H](O)CO)c1c(I)c(C(=O)NC[C@@H](O)CO)c(I)c(N(CCO)C(=O)CO)c1I,4
CS(=O)(=O)N1CCC[C@@]2(CCN(Cc3nccs3)C2)C1,1
Cc1ccccc1OC1C=CC(c2ccccc2)OC1CO (centres undefined),-1

# Quoted at random: 6 entries already listed
SMILES,Coupling enz
CCOc1ccc(/C=C/C(=O)c2cccs2)cc1,1
O=C(NC[C@@H](O)CO)c1c(I)c(C(=O)NC[C@@H](O)CO)c(I)c(N(CCO)C(=O)CO)c1I,4
COC(=O)N1CCC2(CCCN(Cc3ccc(C#N)cc3)C2)CC1,1
C#CCCCO/N=C1/C[C@@H](O)[C@@H](O)[C@@H]2[C@@H]3C(=O)N(C4CCCCC4)C(=O)[C@H]3CC[C@H]12,3
COc1c(N2CCNC(C)C2)c(F)cc2c(=O)c(C(=O)O)cn(C3CC3)c12 (centres undefined),0
Cc1cnc(CNc2ncnc3ccc(-c4ccccc4C#N)cc23)cn1,2

# (continued)
SMILES,Coupling enz
Cc1cnc(CNc2cc(-c3ccccc3C(F)(F)F)ncn2)cn1,1
CO[C@@]12C[C@@H](COC(=O)c3cncc(Br)c3)CN(C)[C@H]1Cc1cn(C)c3cccc2c13,0&0
CN1CCN(c2ncc3nc(-c4ccc(F)cc4)c(=O)n(Cc4cccs4)c3n2)CC1,0
COCCn1c(=O)c(C)nc2cnc(OCc3ccccc3)nc21,0
CC[C@]1(C)CC(=O)NC1=O,7
CC(=C(CCOP(=O)(O)O)SC(=O)c1ccccc1)N(C=O)Cc1cnc(C)nc1N,0&1
O=C(O)C1CCC[C@@H]2[C@@H]3CC(CN12)[C@@H]1CCCCN1C3 (some centres undefined),0
CC1=C(/C=C/C(C)=C/C=C/C(C)=C/C=C/C=C(C)/C=C/C=C(C)/C=C/C(=O)[C@]2(C)C[C@@H](O)CC2(C)C)C(C)(C)C[C@H](O)C1,3
CCN1C(C)=C(C(=O)OC)C(c2ccccc2)N2C(=O)[C@](O)(C(=O)OC)C(c3ccccc3)C(C(C)=O)=C12 (some centres undefined),1
COc1ncc2nc(CCc3ccccc3)c(=O)n(C3CC3)c2n1,1
C[C@]12CCC3c4ccc(OC(=O)c5ccccc5)cc4CCC3C1CCC2=O (some centres undefined),5
O=C(NCCc1ccccc1)c1cccc(Br)n1,-1
Cc1noc(C)c1-c1nc(NC2CC2)c2ccccc2n1,0
Oc1ccc(C2Oc3cc(O)cc(O)c3CC2O)cc1 (centres undefined),-1
CC(=O)NCCNc1cc(-c2ccccc2CN(C)C)ncn1,-3
CC1(C)CCC[C@@](C)([C@H]2CC[C@]3(C)[C@@H]2[C@H](O)CC2[C@@]4(C)CC[C@H](O)C(C)(C)[C@@H]4[C@@H](O)C[C@]23C)O1 (some centres undefined),2
CC(C)CN1CCCC2(CCN(C(=O)c3cnccn3)CC2)C1,3
O=C1CCCC=C1[C@H](O)c1ccc([N+](=O)[O-])cc1,2
Cc1noc(C)c1-c1cncnc1Nc1ccccc1,2
N[C@H](C(=O)O)c1ccc(C(=O)O)cc1,0
CSCC[C@H](NC(=O)[C@H](CC(C)C)NC(=O)CNC(=O)[C@H](Cc1ccc(O)cc1)NC(=O)[C@H](Cc1ccccc1)NC(=O)[C@H](CCC(N)=O)NC(=O)[C@H](CCC(N)=O)NC(=O)[C@@H]1CCCN1C(=O)[C@H](CCCCN)NC(=O)[C@@H]1CCCN1C(=O)[C@@H](N)CCCN=C(N)N)C(N)=O,4
COCCn1c(=O)c(-c2ccccc2)nc2cnc(N3CCNCC3)nc21,3
C=C[C@]1(C)CC(=O)[C@@]2(O)[C@@]3(C)C(O)CCC(C)(C)C3C(O)C(OC(C)=O)[C@@]2(C)O1 (some centres undefined),0
COc1ccc(-c2nc3cnc(N4CCNCC4)nc3n(C3CC3)c2=O)cc1,-2
c1nc(NCCN2CCOCC2)c2cc(-c3ccc4c(c3)OCO4)ccc2n1,0
CCCCC(C)(O)C/C=C/[C@H]1[C@H](O)CC(=O)[C@@H]1CCCCCCC(=O)O (some centres undefined),-2
C=C(C(C)=O)C(O)c1ccccc1 (centres undefined),3
COC(=O)N[C@@H](/C=C/c1ccccc1)[C@@H](C)[N+](=O)[O-],2
CC(=O)OC[C@@H]1O[C@@H](O/N=C2/C[C@@H](O)[C@@H](O)[C@@H]3[C@@H]4C(=O)N(c5cccc(Oc6ccccc6)c5)C(=O)[C@H]4CC[C@@H]23)[C@H](OC(C)=O)[C@H](OC(C)=O)[C@@H]1OC(C)=O,0
CC(=O)N1CCC2(CC1)CCN(C(c1ccccc1)c1ccccc1)CC2,-2
CN1CCN(c2ncc3nc(-c4cc(F)cc(F)c4)c(=O)n(Cc4cccs4)c3n2)CC1,1
CC(C)(C)OC(=O)NCCCCC1=CC2=CC(=O)C(C)(OC(=O)c3cnc4ccccc4n3)C(=O)C2=CO1 (centres undefined),0
Cc1ccc(C2CC(=O)Oc3c(C(C)C)ccc(C)c32)cc1 (centres undefined),3
COc1cccc(-c2ccc3ncnc(NCCc4c[nH]c5ccc(OC)cc45)c3c2)c1,-1
COC(=O)C(C(=O)OC)C(Cc1cc(F)cc(F)c1F)NC=O (centres undefined),4
CCCCCCC1=Cc2cc(OC)c(OC)cc2C(C(C(C)=O)C(=O)OCC)O1 (centres undefined),0
CCCCCCCC/C=C\CCCCCCCC(=O)NC(C)C(=O)O (centres undefined),3
C=CC(=O)N1C(=O)c2ccccc2S1(=O)=O,0&-1

# Individual results from the results shown:
# Coupling enz with Cc1ccc(C2CC(=O)Oc3cc4c(cc32)OCO4)cc1 (centres undefined) → -24
# Coupling enz with N#Cc1cccc(-c2cc(NCc3ccccc3)ncn2)c1 → -1
# Coupling enz with CN1CCN(c2ncc3nc(-c4cc(F)cc(F)c4)c(=O)n(Cc4cccs4)c3n2)CC1 → 1
# Coupling enz with Cc1ccccc1OC1C=CC(c2ccccc2)OC1CO (centres undefined) → -1
